Pf Dd2 growth: blocks growth of Plasmodium falciparum Dd2 parasites; 94,000 compounds, 2.3% hits; AID 1159554; P. falciparum Dd2 growth, SYBR Green, 72 h; stronger effect = lower value; activity change, % at 10 µM; in the data active = activity change below about -80%; inconclusive = no clear call, values can overlap the other calls
Tcruzi prolif: T. cruzi proliferation inhibition. T. cruzi beta-gal in NIH3T3, GalScreen luminescence, 90 h. inhibition, % at 8.34 µM. 77,000 compounds, 5.9% hits;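 active = mean inhibition above about 93%, with at least 55% of replicates each passing it, limit read from the data, passing the limit was not always enough; inconclusive = only one of those two conditions holds; inactive = neither condition holds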
GASC1 inh: inhibitors of human demethylase GASC-1 KDM4C | Q9H3R0 | GST-KDM4C 2-372, H3K9me3 peptide, LANCE TR-FRET | inhibition, % at 12.5 µM | 96,000 compounds, 0.15% hits | AID 720574;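 active = mean replicate inhibition above about 25%, with at least 55% of replicates also reaching it, limit read from the data, passing the limit was not always enough; inconclusive = only one of those two conditions met; inactive = neither condition met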
Target sequence (Q9H3R0 2-372 limits assumed): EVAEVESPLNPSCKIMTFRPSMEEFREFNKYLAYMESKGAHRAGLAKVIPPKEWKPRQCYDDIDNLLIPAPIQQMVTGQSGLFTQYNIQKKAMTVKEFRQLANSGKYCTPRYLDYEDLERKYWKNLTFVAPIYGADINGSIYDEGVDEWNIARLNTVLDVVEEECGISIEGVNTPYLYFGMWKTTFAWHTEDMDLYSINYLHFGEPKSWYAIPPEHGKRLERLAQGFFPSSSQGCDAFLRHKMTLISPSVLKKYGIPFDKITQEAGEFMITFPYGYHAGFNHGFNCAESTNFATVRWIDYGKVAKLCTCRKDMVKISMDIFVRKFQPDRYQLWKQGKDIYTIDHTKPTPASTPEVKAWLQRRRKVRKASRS
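System – N-terminal GST-fused human GASC-1 (KDM4C) fragment, residues 2-372 · Input – enzyme final amount 10 nM · Technique – LANCE TR-FRET, Eu antibody, ULight-streptavidin, EDTA, ex 340 nm, em 618/671 nm · Medium – HEPES buffer, pH 7.5, plus ascorbate · Incubation – enzyme reaction 30 min, then detection 60 min, both room temperature · Reagent – H3K9me3 peptide with Fe(II)/2OG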
C diff growth: inhibitors of Clostridium difficile growth; Clostridium difficile clinical isolate growth, OD600, 24 h; stronger effect = lower value; growth activity, negative = inhibition, % at 16 µg/mL (by protocol); 86,000 compounds, 0.25% hits; AID 1259249;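 active = mean growth activity at or below -80% and every replicate also at or below -80%; inconclusive = mean at or below -80% but some replicate above -80%; inactive = mean growth activity above -80%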;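 also: 0% = DMSO wells and -100% = levofloxacin 16 µg/mL wells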
The depositor's hits bear a star; ? = inconclusive; . = not tested or not shown; & = joins results of further samples.

SMILES | Pf Dd2 growth | Tcruzi prolif | GASC1 inh | C diff growth
CCCNC(=O)Nc1ccc2c(c1)C(=O)N(C)C[C@H](OC)[C@H](C)CN(C(=O)CC)[C@H](C)CO2 | 40 | 5 | -0.2 | 0
C[C@H]1CN([C@@H](C)CO)C(=O)c2cc(-c3ccc(F)cc3)cnc2O[C@@H]1CN(C)C(=O)NC1CCCC1 | 7 | -66 | 0.0 | 11
C[C@H](CO)N1C[C@H](C)[C@@H](CN(C)S(=O)(=O)c2cn(C)cn2)Oc2c(NS(=O)(=O)c3ccc(Cl)cc3)cccc2C1=O | 9 | 35 | 0.7 | 0
CCC(=O)N1CCCCN2[C@H](CO)[C@H](c3ccc(-c4cccnc4)cc3)[C@@H]2C1 | 17 | 73 | -0.8 | -6
O=C(C[C@@H]1C[C@H]2c3cc(NC(=O)Nc4ccccc4F)ccc3O[C@H]2[C@@H](CO)O1)NC1CCCCC1 | 7 | -22 | -1.8 | 12
CO[C@@H]1CN(C)C(=O)c2cc(NC(=O)c3cccc(Oc4ccccc4)c3)ccc2OC[C@@H](C)NC[C@@H]1C | . | -69 | -1.3 | .
CO[C@H]1CN(C)C(=O)c2cc(NC(=O)c3cccc(F)c3)ccc2OC[C@@H](C)N(C)C[C@@H]1C | 51 | 32 | 5.2 | .
COc1ccc(NC(=O)Nc2ccc3c(c2)C(=O)N([C@@H](C)CO)C[C@@H](C)[C@@H](CN(C)C)OCCCC[C@@H](C)O3)cc1 | -8 | 93 | 2.5 | -2
O=C(C[C@@H]1C=C[C@H](NC(=O)C2CCOCC2)[C@H](CO)O1)Nc1nccs1 | 21 | . | 2.3 | 2
CC=Cc1ccc2n(c1=O)C[C@@H]1[C@@H](CO)[C@H](C(=O)N3CCC(Cc4ccccc4)CC3)N(C)[C@H]21 (mixture of isomers) | . | 45 | -0.5 | -8
Cc1noc(C)c1NC(=O)Nc1ccc2c(c1)C(=O)N(C)[C@H]1CC[C@H](CC(=O)NCc3ccc(Cl)cc3)O[C@H]1CO2 | . | -26 | -1.3 | 1
CN1C[C@@H](O)COC[C@@H]2O[C@@H](CC(=O)NC3CCC3)CC[C@H]21 | -10 | 24 | 0.1 | 7&-4
COc1ccc(S(=O)(=O)N(C)C[C@@H]2Oc3ccc(NC(=O)NC(C)C)cc3CC(=O)N([C@@H](C)CO)C[C@@H]2C)cc1 | -50 | 16 | -1.2 | 2
CCC(=O)N(C)C[C@@H]1Oc2cc(-c3ccccc3C)ccc2S(=O)(=O)N([C@H](C)CO)C[C@H]1C | -11 | -4 | 0.8 | 4
Cc1ccc(S(=O)(=O)Nc2ccc3c(c2)C(=O)N([C@H](C)CO)C[C@H](C)[C@@H](CN(C)Cc2ccc(Cl)c(Cl)c2)OCCCC[C@@H](C)O3)cc1 | -21 | 47 | -0.8 | .
Cc1ccc(S(=O)(=O)Nc2cccc3c2O[C@H](CN(C)C(=O)NC2CCCCC2)[C@@H](C)CN([C@H](C)CO)C3=O)cc1 | -2 | 11 | 0.1 | -11
Cc1ccc(NC(=O)C[C@H]2CC[C@H]3[C@@H](COc4ccc(NC(=O)C5CCC5)cc4C(=O)N3C)O2)cc1 | . | 45 | -2.5 | 15
C[C@@H]1CN([C@H](C)CO)C(=O)Cc2cc(NC(=O)CCC(F)(F)F)ccc2O[C@H]1CN(C)C | 2 | . | 0.7 | 1
CC(C)NC(=O)N(C)C[C@H]1Oc2cc(C#CC(C)(C)O)ccc2S(=O)(=O)N([C@@H](C)CO)C[C@H]1C | 12 | -4 | 3.4 | 0
C[C@H]1CN([C@@H](C)CO)C(=O)c2cc(NS(=O)(=O)c3cccs3)ccc2O[C@@H]1CN(C)C(=O)Nc1ccccc1 | 35 | 24 | 3.2 | -5
N#C[C@@H]1[C@H](c2ccc(C#Cc3ccccc3F)cc2)[C@H](CO)N1C(=O)C1CC1 | -53 | 100* | -0.7 | 0
CCS(=O)(=O)NCC[C@H]1CC[C@H](NS(=O)(=O)c2cccc(F)c2)[C@H](CO)O1 | -6 | -69 | 0.1 | 4
O=C(C[C@H]1C=C[C@@H](NC(=O)c2cccc(F)c2)[C@H](CO)O1)NCCN1CCCC1 | -28 | . | 0.5 | -3
COc1ccc(NC(=O)N(C)C[C@H]2Oc3cc(C#CCC(C)C)ccc3S(=O)(=O)N([C@@H](C)CO)C[C@H]2C)cc1 | -55 | 100* | . | -4
COc1ccc2c3c(n(C)c2c1)[C@H](CO)NCC31CCN(Cc2ccccc2F)CC1 | ? | . | 0.2 | 14

3 consecutive records out of the list so far, for reference:
SMILES | Pf Dd2 growth | Tcruzi prolif | GASC1 inh | C diff growth
C[C@@H]1CN([C@H](C)CO)C(=O)Cc2cc(NC(=O)CCC(F)(F)F)ccc2O[C@H]1CN(C)C | 2 | . | 0.7 | 1
CC(C)NC(=O)N(C)C[C@H]1Oc2cc(C#CC(C)(C)O)ccc2S(=O)(=O)N([C@@H](C)CO)C[C@H]1C | 12 | -4 | 3.4 | 0
C[C@H]1CN([C@@H](C)CO)C(=O)c2cc(NS(=O)(=O)c3cccs3)ccc2O[C@@H]1CN(C)C(=O)Nc1ccccc1 | 35 | 24 | 3.2 | -5

(list continues)
SMILES | Pf Dd2 growth | Tcruzi prolif | GASC1 inh | C diff growth
CO[C@H]1CN(C)C(=O)c2cc(NC(=O)Nc3ccc4c(c3)OCO4)ccc2OC[C@@H](C)NC[C@H]1C | 1 | . | 3.9 | .
O=C(Nc1ccccc1F)N[C@@H]1C=C[C@H](CC(=O)N2CCCCC2)O[C@H]1CO | 14 | 2 | -0.2 | -2
C[C@@H]1CN([C@H](C)CO)C(=O)c2cc(N(C)C)ccc2O[C@H]1CN(C)C(=O)Nc1ccc(F)cc1 | 8 | -2 | 4.0 | 2
C[C@H](CO)N1C[C@H](C)[C@H](CN(C)C(=O)Nc2ccc(C(F)(F)F)cc2)OCCCC[C@H](C)Oc2ccc(NC(=O)c3ccncc3)cc2C1=O | -68 | 107* | 0.0 | 3
O=C(C[C@@H]1C[C@@H]2c3cc(NC(=O)c4ccc5c(c4)OCO5)ccc3O[C@@H]2[C@@H](CO)O1)NCc1cc(F)ccc1F | -7 | 99* | -0.3 | .
O=C(C[C@@H]1C=C[C@@H](NC(=O)c2ccccc2)[C@H](CO)O1)NCCc1ccncc1 | 15 | 0 | 0.3 | 0
COc1ccc2c3c([nH]c2c1)[C@@H](CO)N(C(=O)c1ccncc1)CC31CCN(C)CC1 | 28 | . | 0.0 | -4
Cc1ccc(S(=O)(=O)N[C@@H]2CC[C@H](CCNC(=O)Cc3ccccn3)O[C@H]2CO)cc1 | 10 | 78 | 0.5 | 4
CCS(=O)(=O)NCC[C@@H]1CC[C@@H](NS(=O)(=O)c2cccc(Cl)c2)[C@@H](CO)O1 | 12 | -1 | -0.1 | .
COCC(=O)N1CCCCN2[C@@H](CO)[C@H](c3ccc(C#Cc4cccnc4)cc3)[C@@H]2C1 | 21 | 99* | 0.1 | -10
C[C@@H]1CN([C@H](C)CO)C(=O)c2cccc(NC(=O)Nc3ccccc3)c2O[C@H]1CN(C)Cc1ccc2c(c1)OCO2 | -53 | . | -0.7 | 3
C[C@@H]1CN([C@H](C)CO)C(=O)c2cccc(NC(=O)c3cnccn3)c2O[C@H]1CN(C)C(=O)Nc1ccccc1 | -9 | 15 | 1.6 | 0
Cc1noc(C)c1S(=O)(=O)N(C)C[C@@H]1Oc2ccc(NS(=O)(=O)c3cn(C)cn3)cc2CC(=O)N([C@H](C)CO)C[C@@H]1C | 17 | -7 | -3.3 | -3
C[C@H]1CN([C@@H](C)CO)C(=O)c2cc(-c3ccc(F)cc3)cnc2O[C@H]1CN(C)C(=O)Nc1ccccc1F | 16 | 51 | -0.1 | -2
O=C(Nc1ccc2c(c1)[C@H]1C[C@@H](CC(=O)N3CCOCC3)O[C@H](CO)[C@H]1O2)C1CCOCC1 | 13 | -3 | 1.5 | .
CO[C@@H]1CN(C)C(=O)c2ccc(NC(=O)Nc3cccc(Cl)c3)cc2OC[C@@H](C)NC[C@H]1C | -84* | -92 | -0.5 | .
O=C(Nc1ccccc1)N1CC(=O)N2[C@H](C1)[C@H](c1ccc(C#Cc3cccnc3)cc1)[C@@H]2CO | 21 | . | 0.2 | -7
C[C@H]1CN([C@@H](C)CO)C(=O)c2cccc(NC(=O)C3CCCCC3)c2O[C@H]1CN(C)C(=O)Nc1ccc(C(F)(F)F)cc1 | -34 | 34 | -4.3 | 19
OC[C@@H]1[C@H](c2ccc(/C=C/c3ccccc3)cc2)[C@@H]2CN(Cc3cccnc3)CCCCN12 | -47 | 105* | -1.9 | 20
Cn1cnc(S(=O)(=O)N2CCCCN3[C@H](CO)[C@@H](c4ccc(C#CC5CC5)cc4)[C@@H]3C2)c1 | 10 | 34 | . | -15
CC(C)NC(=O)Nc1ccc2c(c1)C(=O)N([C@@H](C)CO)C[C@@H](C)[C@@H](CN(C)Cc1ccc(C(F)(F)F)cc1)O2 | 3 | . | 1.7 | 56&29
O=C(C[C@@H]1CC[C@H](NC(=O)Nc2cc(F)ccc2F)[C@H](CO)O1)NCc1ccccn1 | 9 | -11 | -1.4 | .
Cc1noc(C)c1NC(=O)Nc1ccc2c(c1)C(=O)N([C@@H](C)CO)C[C@H](C)[C@H](CN(C)Cc1ccc(Cl)c(Cl)c1)O2 | 19 | 31 | -0.2 | -4
O=C(NCC[C@H]1CC[C@H](NS(=O)(=O)c2cccc(F)c2)[C@H](CO)O1)C1CC1 | -39 | -27 | -4.5 | .
C[C@@H]1CN([C@H](C)CO)C(=O)Cc2cc(NC(=O)C3CC3)ccc2O[C@H]1CN(C)S(=O)(=O)c1cccs1 | -4 | 16 | 0.6 | -3
SMILES | Pf Dd2 growth | Tcruzi prolif | GASC1 inh | C diff growth
CN1C(=O)c2cc(NS(=O)(=O)c3ccc(Cl)cc3)ccc2OC[C@@H]2O[C@H](CC(=O)O)CC[C@@H]21 | 10 | 17 | -1.9 | -2
C[C@@H](NC(=O)C[C@@H]1C[C@H]2c3cc(NS(C)(=O)=O)ccc3O[C@H]2[C@@H](CO)O1)c1ccccc1 | 9 | . | -0.5 | -4
CCS(=O)(=O)N1CC2(CN(C(=O)Nc3cccc(F)c3)[C@@H](CO)c3c2c2ccc(OC)cc2n3C)C1 | -38 | . | -1.4 | -10
CC=Cc1ccc2n(c1=O)C[C@H]1[C@H](CO)[C@@H](C(=O)NCC(F)(F)F)[C@@H]2N1C(=O)C1CCC1 (mixture of isomers) | 21 | 91 | 0.4 | 3
Cc1ccc(S(=O)(=O)N[C@@H]2CC[C@@H](CCn3cc(-c4cccnc4)nn3)O[C@@H]2CO)cc1 | -2 | -10 | 0.7 | .
CO[C@H]1CN(C)C(=O)c2cc(NC(=O)Nc3c(C)noc3C)ccc2OC[C@@H](C)N(CC2CC2)C[C@H]1C | 20 | 36 | -1.5 | .
C[C@@H]1CN([C@@H](C)CO)C(=O)c2cc(Br)cnc2O[C@H]1CN(C)C(=O)C1CCCCC1 | 9&5 | 10 | 0.8 | 5&0
Cc1noc(C)c1NC(=O)Nc1ccc2c(c1)C(=O)N([C@H](C)CO)C[C@@H](C)[C@H](CN(C)Cc1ccncc1)OCCCC[C@@H](C)O2 | -16 | 23 | 1.3 | -3
N#C[C@@H]1[C@H](c2ccc(C#Cc3ccc(F)cc3)cc2)[C@@H](CO)N1C(=O)C1CCC1 | -35 | 93 | -2.5 | -21
Cc1ccc(S(=O)(=O)N(C)C[C@H]2Oc3ccc(NC(=O)Cc4ccccc4)cc3C(=O)N([C@@H](C)CO)C[C@@H]2C)cc1 | -58 | 29 | 1.2 | -7
O=C(C1CCCC1)N1CCCCN2[C@@H](CO)[C@@H](c3ccc(-c4cccc(F)c4)cc3)[C@@H]2C1 | -35 | 78 | . | 21
COCC(=O)N1CCC2(CC1)CN(C(=O)Nc1ccccc1F)[C@@H](CO)c1c2c2ccc(OC)cc2n1C | -32 | . | -0.4 | -15
CCS(=O)(=O)N1CC2(CN(Cc3cc(F)ccc3F)[C@@H](CO)c3c2c2ccc(OC)cc2n3C)C1 | -73 | . | 0.7 | 3
Cc1ccc(S(=O)(=O)N(C)C[C@H]2Oc3ccc(NS(=O)(=O)c4c(C)noc4C)cc3CC(=O)N([C@@H](C)CO)C[C@H]2C)cc1 | -55 | 62 | 1.6 | 4

Limited to Pf Dd2 growth and Tcruzi prolif, for some of the entries so far:
molecule,Pf Dd2 growth,Tcruzi prolif
CC=Cc1ccc2n(c1=O)C[C@H]1[C@H](CO)[C@@H](C(=O)NCC(F)(F)F)[C@@H]2N1C(=O)C1CCC1 (mixture of isomers),21,91
Cc1ccc(S(=O)(=O)N[C@@H]2CC[C@@H](CCn3cc(-c4cccnc4)nn3)O[C@@H]2CO)cc1,-2,-10
CO[C@H]1CN(C)C(=O)c2cc(NC(=O)Nc3c(C)noc3C)ccc2OC[C@@H](C)N(CC2CC2)C[C@H]1C,20,36
C[C@@H]1CN([C@@H](C)CO)C(=O)c2cc(Br)cnc2O[C@H]1CN(C)C(=O)C1CCCCC1,9&5,10
